# Source: PubChem BioAssay (National Center for Advancing Translational Sciences (NCATS))
# EPAC1 ag = qHTS for Agonist of cAMP-regulated guanine nucleotide exchange factor 3 (EPAC1): primary screen; EPAC1 agonist qHTS, biochemical assay; response scale: 100% = response to 6.5 mM cAMP; Potency, µM (doses to about 154 µM), inactives show top-dose activation, hits mostly activators; actives 0.073% (n = 360,000); AID 720707, 2013; note: potency is the fitted concentration of half-maximal effect; nearly all actives have a fitted effect of over 60% in size
#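 Multi-concentration qHTS readout: loss of Rap1B-bound BODIPY-GDP fluorescence driven by 100 nM EPAC1 with excess GDP (50 uM), monitored kinetically at room temperature; agonist response expressed relative to 6.5 mM cAMP.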
# PLK1 PBD block = qHTS for Inhibitors of PLK1-PDB (polo-like kinase 1 - polo-box domain): Primary Screen | Plk1 PBD binding of FITC phosphopeptide, fluorescence polarization | Potency, µM, for inactives: max response, negative = inhibition, most hits filed as inhibitors | actives 2.8% (n = 360,000) | AID 720504, 2013; note: potency is the fitted concentration of half-maximal effect; series mostly up to about 57 µM; % is set by controls: 0 for no effect and ±100 for the full control effect; nearly all actives have a fitted effect of over 65% in size
# Target sequence (P53350 whole entry, looked up, the tested form may be a part): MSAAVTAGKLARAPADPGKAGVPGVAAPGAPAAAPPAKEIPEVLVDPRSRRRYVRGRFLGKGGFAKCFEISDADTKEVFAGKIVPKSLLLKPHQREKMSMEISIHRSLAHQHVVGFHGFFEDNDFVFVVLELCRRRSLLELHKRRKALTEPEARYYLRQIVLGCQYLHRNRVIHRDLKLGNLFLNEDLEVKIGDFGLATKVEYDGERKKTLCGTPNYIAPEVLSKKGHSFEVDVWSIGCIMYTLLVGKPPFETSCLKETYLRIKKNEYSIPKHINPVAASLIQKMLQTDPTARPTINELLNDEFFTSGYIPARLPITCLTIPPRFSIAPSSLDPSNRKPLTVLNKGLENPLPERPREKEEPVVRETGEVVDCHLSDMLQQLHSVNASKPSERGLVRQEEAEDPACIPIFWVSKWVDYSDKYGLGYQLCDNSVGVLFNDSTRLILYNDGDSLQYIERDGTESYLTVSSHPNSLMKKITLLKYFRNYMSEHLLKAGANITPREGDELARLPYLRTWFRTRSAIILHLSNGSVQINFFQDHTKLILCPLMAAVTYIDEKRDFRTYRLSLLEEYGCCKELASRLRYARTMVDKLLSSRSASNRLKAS
# CCT chaperon mod = High-Throughput Screening for Modulators of Cytosolic Chaperonin Activity; purified chaperonin ATPase assay, HTRF ADP detection, 30 min; activity change, % (no concentration beside the values), hits read low; actives 0.3% (n = 360,000); AID 651819, 2012; in the data active = activity change below about -30%; note: % is set by controls: 0 for no effect and ±100 for the full control effect
#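 TRiC at 40 or 20 nM final (batch-dependent) in 30 mM Tris pH 7.4, 100 mM KCl, 5 mM MgCl2, 1 mM DTT, with compound at single 76 uM and 10 uM ATP, 30 min at 37 deg C. ADP detected by HTRF Transcreener, 665/615 ratio.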
# WRN helicase inh = qHTS for Inhibitors of WRN Helicase; actives 0.46% (n = 360,000); WRN helicase unwinding, fluorescent forked duplex, kinetic; Bifunctional 3'-5' exonuclease/ATP-dependent helicase WRN (Homo sapiens), Q14191; AID 651768, 2012; Potency, µM (top dose mostly 114 µM), inactives show at the highest dose activity change, negative = inhibition, hits mostly inhibitors; note: potency is the fitted concentration of half-maximal effect; % is set by controls: 0 for no effect and ±100 for the full control effect; nearly all actives have a fitted effect of over 55% in size
#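 Enzyme (20 nM final) and test compound sit together 15 min at room temperature before substrate addition. Substrate is a single-forked duplex oligonucleotide (100 nM) labelled with fluorophore and quencher, with 2 mM ATP; helicase unwinding raises red fluorescence, read kinetically.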
# EPAC1 antag = qHTS for Antagonist of cAMP-regulated guanine nucleotide exchange factor 3 (EPAC1): primary screen. Potency, µM (series often up to 115 µM), for inactives: top-dose activity change, negative = inhibition, hits mostly inhibitors. actives 0.14% (n = 360,000). EPAC1 GEF assay, Rap1b-BODIPY-GDP exchange fluorescence;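 note: potency is the fitted concentration of half-maximal effect; plate controls were vehicle for no effect and positive control for full effect; nearly all actives have a fitted effect of over 50% in size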
# IL-2 act = qHTS of IL-2 Activators; AID 652025, 2013; IL-2 activation reporter assay, cell-based qHTS; stimulated with anti-CD3/CD4/CD28 beads; in transgenic mouse T cells; actives 0.065% (n = 360,000); activation, % (series mostly up to about 46 µM); in the data active = activation above about 50%; inconclusive = mostly about 30% to 49%; note: 0% is about no effect
#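 Unstimulated transgenic mouse T cells, 750 per well, received compound and, after 60 minutes, anti-CD3/anti-CD4 bead plus anti-CD28 stimulation. EGFP and DsRed were quantified after 18 hours.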
# PI5P4Ka inh = qHTS for Inhibitors of phosphatidylinositol 5-phosphate 4-kinase (PI5P4K); max response, %; Phosphatidylinositol 5-phosphate 4-kinase type-2 alpha (Homo sapiens), P48426; PI5P4Kalpha enzyme, ADP-Glo luminescence, 60 min; stronger effect = lower value; actives 1.2% (n = 330,000); active = max response of -50% or lower; inconclusive = between -30% and -50%; inactive = -30% or higher; note: value at the top dose of about 77 µM; % is set by controls: 0 for no effect and ±100 for the full control effect
# Target sequence (P48426 whole entry, looked up): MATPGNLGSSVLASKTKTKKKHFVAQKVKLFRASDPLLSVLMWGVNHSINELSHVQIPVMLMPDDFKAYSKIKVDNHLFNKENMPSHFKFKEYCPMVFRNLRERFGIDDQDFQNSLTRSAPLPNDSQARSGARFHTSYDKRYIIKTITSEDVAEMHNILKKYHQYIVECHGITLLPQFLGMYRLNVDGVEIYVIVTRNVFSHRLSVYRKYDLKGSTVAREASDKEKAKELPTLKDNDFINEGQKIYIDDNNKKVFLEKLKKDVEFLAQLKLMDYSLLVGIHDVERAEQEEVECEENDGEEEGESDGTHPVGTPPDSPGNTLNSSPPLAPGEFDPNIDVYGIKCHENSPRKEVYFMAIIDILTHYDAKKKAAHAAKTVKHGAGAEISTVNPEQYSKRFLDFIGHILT
#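 Quantitative HTS of the MLSMR library against PI5P4Kalpha with substrate. ATP added last at 5 microM final; room temperature, 60 minutes. Remaining ATP depleted, ADP converted and read as luminescence.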
# EPAC2 agonist = qHTS for Agonist of cAMP-regulated guanine nucleotide exchange factor 4 (EPAC2): primary screen | Rap guanine nucleotide exchange factor 4 (Homo sapiens), Q8WZA2 | EPAC2 activation, biochemical qHTS; response scale: 100% = 6.5 mM cAMP response | Potency, µM (series often up to 154 µM), without a hit: at the top dose activation, actives largely listed as activators | actives 0.079% (n = 360,000); note: potency is the fitted concentration of half-maximal effect; nearly all actives have a fitted effect of over 50% in size
#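 Nucleotide exchange monitored as fluorescence drop when BODIPY-GDP leaves Rap1B. Reaction: 100 nM EPAC2, 250 nM RAP1B-BODIPY-GDP, 50 uM GDP, room temperature, kinetic read over 30 min. Activity expressed relative to 6.5 mM cAMP.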
# The depositor's hits bear a star; ? = inconclusive; · = no result given; [ ] = remark or other dose. Unless noted, calls come from the whole dose curve; as a rule, active = well fitted curve in the direction sought with a large enough effect; inconclusive = small, poorly fitted or top-dose-only effect, or another doubt; inactive = no such curve, though single readings can be large; an effect the other way counts as inactive or inconclusive. Only part of the results is shown, so the mix of outcomes need not match the whole.
# The line under a structure holds: EPAC2 agonist	PI5P4Ka inh	EPAC1 ag	WRN helicase inh	EPAC1 antag	CCT chaperon mod	PLK1 PBD block	IL-2 act
- CCN(Cc1ccccc1)C(=O)CN1C(=O)NC(CC)(c2ccc(F)cc2)C1=O (stereo not drawn)
  6.9%	3.3	-2.5%	-25.2%	-16.0%	-0.4	-2.5%	-2.2
- Cc1cc(C(=O)NCc2cccs2)n(-c2ccccc2)n1
  14.0%	4.0	-18.7%	1.4%	6.4%	-3.5	-4.2%	-0.9
- CC(Nc1cc(N2CCN(C(=O)C(C)(C)C)CC2)ccc1[N+](=O)[O-])c1ccccc1 (stereo not drawn)
  9.1%	-2.2	9.8%	-5.4%	5.7%	1.0	-6.7%	-2.8
- O=C(NCc1cccc(C(F)(F)F)c1)c1ccc2sc([C@@H]3O[C@H](CO)[C@H](O)[C@H](O)[C@H]3O)nc2c1
  5.5%	5.8	0.4%	-2.8%	8.3%	0.1	-3.0%	0.3
- Cn1c(=O)c2[nH]c(Nc3ccccc3)nc2n(C)c1=O
  -8.0%	-18.6	-7.2%	-0.2%[57.1 µM]	0.4%	-2.6	-4.2%	-3.1
- COC(=O)C1=C(C)NC(C)=C(C(=O)OC)C1C(=O)OCC(=O)c1ccc(F)cc1
  7.3%	-3.0	2.3%	4.9%	-20.5%	-0.6	3.3%	-0.2
- O=C(CCN1C(=O)/C(=C/c2ccc(F)cc2)SC1=S)Nc1cccnc1
  4.9%	0.3	5.9%	-3.7%	2.5%	-2.1	1.4%	-0.3
- COc1cccc(CNC(=O)CCC2CCCN(C(=O)c3cc4ccccc4o3)C2)c1 (stereo not drawn)
  0.4%	3.0	-1.1%	-9.3%	-12.8%	-0.9	-21.6%	-2.3
- COc1ccccc1Nc1nc(N)nc(CN2CCN(c3ccccc3F)CC2)n1
  9.1%	-0.5	10.1%	-2.8%	-2.6%	-1.6	-10.8%	-3.0
- O=C(Nc1nnc(-c2ccccc2)o1)c1cc(Cl)sc1Cl
  8.3%	-0.1	3.8%	?	-5.1%	-0.5	-12.4%	-0.1
- Cc1ccc2c(c1)c1ccc3c(c1n2C)C(=O)C=CC3=O
  8.0%	-74.5*	6.5%	-16.2%	-25.6%	-1.3	18.9µM*	-0.7
- O=C(c1ccc2oc(CCCc3ccccc3)nc2c1)N1CCCC1
  -10.3%	0.9	5.2%	2.1%	-2.6%	0.6	-3.7%	-0.5
- O=C(NCCN1CCOCC1)c1cccc2c1C(=O)c1ccc(N3CCCC3)cc1S2(=O)=O
  12.7%	-0.2	20.4%	-8.7%	-9.0%	-1.5	21.2%	4.0
- COC(=O)c1cc(NS(=O)(=O)c2ccc(F)cc2)ccc1N1CCOCC1
  0.6%	-6.0	-7.5%	-1.5%	-11.4%	-1.2	-6.1%	-0.1
- CCC(C)N1C(=O)CN(C2CCCCCC2)C(=O)C1c1ccccc1F (stereo not drawn)
  8.5%	-0.3	5.4%	1.8%	-4.6%	-1.9	1.4%	-2.1
- COc1ccc(S(=O)(=O)N2CCOCC2)cc1NC(=O)Cc1ccc2c(c1)OCCO2
  7.5%	-3.6	6.1%	8.3%	2.4%	-1.2	-9.5%	0.5
- C[C@H](NC(=O)c1ccco1)C(=O)N1CCN(c2ccc(C(F)(F)F)cn2)CC1
  6.9%	-3.8	-15.7%	14.6%	24.6%	0.6	-2.3%	0.2
- COc1ccc(OC(=O)N2C/C(=C/c3ccccc3)C(=O)/C(=C\c3ccccc3)C2)cc1
  11.2%	-2.7	3.7%	-3.8%	7.0%	-2.1	-9.6%	-0.3
- COc1ccc(NC(=O)CCCc2ccccc2)cc1OC
  2.3%	-2.5	-2.5%	10.7%	-10.1%	-2.6	-17.1%	-1.4
- C=C(C)CSc1cc(C)c(C#N)c2nc3ccccc3n12
  -0.9%	-12.8	2.7%	-12.3%	-9.6%	-2.5	26.7µM*	-3.0

# Reprinted at random: two records from the list, in no set order.
# The line under a structure holds: EPAC2 agonist	PI5P4Ka inh	EPAC1 ag	WRN helicase inh	EPAC1 antag	CCT chaperon mod	PLK1 PBD block	IL-2 act
- COc1ccc(NC(=O)CCCc2ccccc2)cc1OC
  2.3%	-2.5	-2.5%	10.7%	-10.1%	-2.6	-17.1%	-1.4
- COc1ccc(OC(=O)N2C/C(=C/c3ccccc3)C(=O)/C(=C\c3ccccc3)C2)cc1
  11.2%	-2.7	3.7%	-3.8%	7.0%	-2.1	-9.6%	-0.3

# New compounds follow.
# The line under a structure holds: EPAC2 agonist	PI5P4Ka inh	EPAC1 ag	WRN helicase inh	EPAC1 antag	CCT chaperon mod	PLK1 PBD block	IL-2 act
- O=C1[C@H]2[C@@H](c3ccc(C(F)(F)F)cc3)N[C@]3(CCCN(CC4CCCCC4)C3=O)[C@H]2C(=O)N1Cc1ccccc1
  -0.1%	8.7	-22.7%	-2.7%	-12.8%	-4.4	-7.5%	-4.7
- Cc1ccc(F)cc1NS(=O)(=O)c1ccc(Cl)s1
  5.3%	13.0	3.0%	-0.5%	-16.1%	-0.8	-8.6%	0.2
- COc1ccc(S(=O)(=O)Cc2ccc(C(=O)NCc3cccnc3)o2)cc1
  -3.3%	-2.5	-1.8%	-2.4%	-3.7%	-0.5	-1.4%	-0.5
- CCOC(=O)CSc1c(-c2ccc(Cl)cc2)[nH]c2ccccc12
  -6.3%	?	-5.2%	3.4%	-16.2%	-0.1	5.97µM*	-0.5
- CCOC(=O)N1CCN(C(=O)C2CCCN(S(=O)(=O)c3ccc(C)cc3)C2)CC1 (stereo not drawn)
  0.0%	·	0.3%	-0.2%	4.1%	-5.5	-1.8%	1.7
- S=c1[nH]nc([C@@H]2C[C@H]2c2ccccc2)n1-c1ccccc1Cl
  10.0%	1.6	-4.8%	3.1%	-9.8%	0.4	0.0%	-0.4
- COc1cc(/C=N/O)ccc1Oc1cnccn1
  0.2%	1.9	-4.9%	0.5%	-11.9%	1.3	-16.6%	5.4
- O=C1CC(c2ccco2)CC(O)=C1C=NCCN1CCN(C(=O)Nc2ccc(Cl)cc2)CC1 (stereo not drawn)
  3.2%	-3.1	3.9%	-22.3%	-8.1%	-1.6	-3.0%	0.4
- Cn1cc(Br)c(C(=O)NNC(=O)c2ccc(Cl)cc2)n1
  0.4%	1.1	1.9%	-1.8%	9.1%	0.1	5.5%	-2.9
- O=C(COC(=O)c1cc(=O)[nH]c2ccccc12)Nc1ccc(F)cc1
  -5.6%	-2.0	1.8%	-28.2%	0.0%	-3.4	-3.1%	-3.9
- CS(=O)(=O)c1cccc(C(=O)NCc2ccc(F)cc2)c1
  10.3%	-5.6	-4.9%	6.0%	2.2%	-2.1	?	0.5
- Cn1c(SCC(=O)c2ccc(F)cc2)nc2cccnc21
  1.0%	7.6	-3.2%	4.2%	-5.4%	-0.8	?	0.4
- COc1cccc(NC(=O)CNC(=O)[C@@H]2Cc3ccccc3CN2C(=O)OC(C)(C)C)c1
  10.4%	0.1	-9.4%	0.8%	?	0.6	-8.7%	-2.9
- CC(=O)N1c2ccccc2C2(C)C(C1(C)C)C2(Cl)Cl (stereo not drawn)
  14.0%	-3.3	9.1%	-6.2%	-27.9%	0.3	-8.2%	-0.9
- Cc1nc(C(F)(F)F)ccc1C(=O)N1CCC(C)(C(=O)NS(=O)(=O)C2CC2)C1 (stereo not drawn)
  10.2%	1.3	-9.3%	3.5%	-3.7%	0.0	-3.0%	0.5
- Cc1ccccc1OCCCCCCN1CCNCC1
  10.1%	-4.8	7.9%	-17.3%	-5.7%	0.9	-5.9%	-0.2
- Oc1ccccc1C1CC(c2cccs2)=NC(c2ccc(Cl)cc2)N1 (stereo not drawn)
  4.1%	-6.3	-0.3%	1.1%	16.3%	-1.8	-13.8%	0.0
- CC(=O)N1CCCC(C)(C(=O)Nc2cccc(OC(C)C)c2)C1 (stereo not drawn)
  -1.4%	-12.7	0.4%	-4.8%	-2.1%	-1.8	-11.3%	0.0
- O=C1CCN(C(=O)c2ccc(Cl)cc2)N1
  9.2%	-0.6	14.2%	-5.1%	3.1%	-1.7	-11.1%	1.3
- CC(C)(C)C1CCC2(CC1)SCC(=O)N2c1ccccc1 (stereo not drawn)
  -3.9%	·	-2.5%	-1.7%[57.1 µM]	-0.8%	-0.2	0.1%	-2.0
- CC12CC(NC(=O)N1c1cccc(C(=O)N3CCN(c4ccccn4)CC3)c1)c1ccccc1O2 (stereo not drawn)
  -0.6%	-2.5	-11.7%	-4.7%	-15.3%	-3.9	-6.3%	-2.4
- CCCNC(=O)c1ccc(N2CCC3(CC2)CC(c2ccccc2)=NO3)c(NC(=O)c2cccc(OC)c2)c1
  5.0%	-3.7	-4.3%	-7.6%	-12.8%	-1.2	26.7µM*	-2.1
- Cc1noc(C(=O)Nc2ccc(C#N)cc2)c1Cl
  7.8%	1.0	3.8%	13.1%	8.6%	-0.9	-2.3%	0.6
- CC(C)(C)c1ccc(C(=O)NC(=S)N2CCOCC2)cc1
  2.6%	-1.2	3.0%	2.0%	-5.0%	0.1	-6.6%	-1.1
- COc1cccc(C(=O)NCC(=O)N/N=C/c2ccc3c(c2)OCO3)c1
  2.1%	0.0	13.5%	1.7%	0.1%	-1.7	-2.0%	-3.0
- Cn1nccc1NC(=O)Nc1cccc(Cl)c1
  2.3%	2.1	-4.6%	5.7%	-4.9%	-2.6	5.3%	-0.9
- CCCCOc1ccc(/C(O)=C2/C(=O)C(=O)N(CCN(C)C)C2c2ccc(O)c(OC)c2)cc1 (stereo not drawn)
  -0.3%	·	-1.3%	1.8%[57.1 µM]	8.1%	1.2	0.9%	-1.9
- CN(CCc1nc2ccccc2[nH]1)Cc1nc(CC2CC2)no1
  4.4%	-0.8	10.2%	-2.5%	6.7%	2.3	-3.2%	-0.5
- Cc1[nH]n(C(N)=S)c(=O)c1N=Nc1ccc(S(=O)(=O)N2CCCCCC2)cc1
  -14.5%	?	-9.2%	-8.7%	3.8%	-2.8	-29.4%	-2.2
